Tau FP inhib – tau fibrillization inhibition (FP). P10636. K18 P301L tau heparin fibrillization, Alexa594 FP, 6 h. Potency, µM (top dose mostly 57.7 µM), for the others: top-dose activity, negative = inhibition, most hits filed as inhibitors. actives 0.39% (n = 280,000); also: % is scaled to controls: 0 for no effect and ±100 for the full control effect; nearly all actives have a fitted effect of over 55% in size
Target sequence (P10636 561-689 P618L limits assumed): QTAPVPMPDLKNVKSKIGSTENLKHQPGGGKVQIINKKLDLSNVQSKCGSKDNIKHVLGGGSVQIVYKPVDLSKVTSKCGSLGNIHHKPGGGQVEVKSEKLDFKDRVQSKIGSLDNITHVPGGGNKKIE
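Heparin (20 uM) drove fibril formation of recombinant tau K18 P301L, 15 uM unlabeled with 0.24 uM Alexa 594 label, for 6 hr at 37 C in 100 mM sodium acetate pH 7. Fluorescence polarization (555/632 nm) read 1 hr after 30 uM ThT.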
Tau fluor counter – counter-screen for tau fibril formation inhibitors. tau K18 P301L Alexa594 fluorescence, heparin fibrillization. Potency, µM (series often up to 57.7 µM), for inactives: at the highest dose activity change, negative = decrease. actives 0.93% (n = 280,000). AID 1463; also: % is scaled to controls: 0 for no effect and ±100 for the full control effect; nearly all actives have a fitted effect of over 55% in size
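Human K18 P301L tau (15 uM unlabeled plus 0.24 uM Alexa 594-labeled, final) in 100 mM sodium acetate pH 7 was mixed with compound and 20 uM heparin and incubated 6 hr at 37 C.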
Tau ThT inhib – tau fibrillization inhibition (ThT binding); recombinant tau K18 P301L (four-repeat tau fragment), heparin-induced fibrillization, ThT fluorescence; Potency, µM (titrated, usually from 57.4 µM), without a hit: at the highest dose activity, negative = inhibition, usual class: inhibitors; actives 2.1% (n = 270,000); also: % is scaled to controls: 0 for no effect and ±100 for the full control effect; nearly all actives have a fitted effect of over 55% in size
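K18 P301L tau (15 uM + 0.24 uM Alexa 594-tagged), heparin 20 uM, NaOAc pH 7, 6 h 37 C; ThT 30 uM, 1 h RT, ex 450/em 510 nm.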
KDM4E inh – JMJD2E (human) inhibition | B2RXH2 | JMJD2E catalytic domain, FDH-coupled NADH fluorescence (FDH is formaldehyde dehydrogenase) | Potency, µM (doses to about 57.1 µM), for inactives: at the highest dose activity change, negative = inhibition, most hits filed as inhibitors | actives 1.6% (n = 230,000) | AID 2147; active = well fitted inhibition curve with a large enough effect, not every such curve was filed as active; inconclusive = small, poorly fitted or top-dose-only effect, or another doubt; inactive = no such curve, though single readings can be large or run the other way;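 also: 0% = wells with enzyme and -100% = buffer wells without enzyme; nearly all actives have a fitted effect of over 50% in size; many of its hits are not listed in these tables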
Target sequence (B2RXH2 1-337 limits assumed): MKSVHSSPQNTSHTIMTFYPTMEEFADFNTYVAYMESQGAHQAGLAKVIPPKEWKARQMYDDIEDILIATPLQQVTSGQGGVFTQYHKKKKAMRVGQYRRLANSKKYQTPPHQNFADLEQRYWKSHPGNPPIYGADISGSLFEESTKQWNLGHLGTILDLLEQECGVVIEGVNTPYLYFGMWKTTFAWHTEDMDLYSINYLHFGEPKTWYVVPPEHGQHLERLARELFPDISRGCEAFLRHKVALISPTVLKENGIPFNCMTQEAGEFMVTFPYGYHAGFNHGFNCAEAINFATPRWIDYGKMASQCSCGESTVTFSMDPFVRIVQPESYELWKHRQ
SMN2 splice enh – increases expression of the SMN2 splice variant. actives 2.8% (n = 210,000). HEK293 SMN2-luciferase splicing reporter, luminescence, 30-36 h. Potency, µM (series often up to 46.1 µM), for inactives: at the highest dose activity change, positive = activation, most hits filed as activators; also: % of control where 0% means no effect; nearly all actives have a fitted effect of over 55% in size
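HEK293 cells carry an SMN2 minigene-luciferase reporter in which exon 7 inclusion puts luciferase in frame. Cells were seeded at 2000 cells/well, attached for 10-12 hours, then exposed to compounds for 30-36 hours at 37C before ONE-Glo luminescence.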
HTT aggregate – reduces HttQ103-GFP aggregates in PC12 cells; PC12 HttQ103-GFP aggregates, Acumen cytometry, 40 h; Potency, µM (highest dose often 46.1 µM), for the others: top-dose activity change, negative = inhibition, most hits filed as inhibitors; actives 1.1% (n = 220,000); AID 1688; also: % is scaled to controls: 0 for no effect and ±100 for the full control effect; nearly all actives have a fitted effect of over 60% in size
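PC12/HTTQ103-GFP, ecdysone-inducible; teb 100 nM; cpd qHTS titration; GFP aggregates read on laser cytometer, Ex 488/Em 500-530 nm.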
ALDH1A1 inh – blocks purified human ALDH1A1 activity | AID 1030 | Potency, µM (doses to about 75.3 µM), without a hit: top-dose activity, negative = inhibition, hits mostly inhibitors | actives 7.3% (n = 220,000) | P00352 | Purified ALDH1A1, NADH fluorescence, propionaldehyde substrate; active = well fitted inhibition curve with a large enough effect, not every such curve was filed as active; inconclusive = small, poorly fitted or top-dose-only effect, or another doubt; inactive = no such curve, though single readings can be large or run the other way;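 also: plate controls were no enzyme wells and a reference inhibitor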
Target sequence (P00352 whole entry, looked up): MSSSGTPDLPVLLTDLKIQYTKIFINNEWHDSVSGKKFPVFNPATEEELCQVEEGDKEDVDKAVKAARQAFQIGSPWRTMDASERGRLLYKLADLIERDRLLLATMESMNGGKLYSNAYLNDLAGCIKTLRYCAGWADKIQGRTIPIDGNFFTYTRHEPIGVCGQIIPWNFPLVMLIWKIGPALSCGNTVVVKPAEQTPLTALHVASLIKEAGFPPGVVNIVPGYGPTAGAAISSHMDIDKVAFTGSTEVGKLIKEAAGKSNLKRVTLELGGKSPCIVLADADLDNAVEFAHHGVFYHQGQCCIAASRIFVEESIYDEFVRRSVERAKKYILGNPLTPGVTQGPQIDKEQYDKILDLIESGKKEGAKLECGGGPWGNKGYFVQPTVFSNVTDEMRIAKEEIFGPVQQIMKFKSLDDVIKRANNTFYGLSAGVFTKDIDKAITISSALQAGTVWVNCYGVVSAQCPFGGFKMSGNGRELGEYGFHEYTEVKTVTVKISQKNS
HTT ATP protect – protects HTT-Q103 PC12 cells, measured by ATP; PC12 HTT-Q103 induced, cytoprotection, ATP luminescence, 40 h; Potency, µM (highest dose often 56.4 µM), for inactives: cytoprotection (ATP increase), usual class: activators; actives 0.14% (n = 230,000); AID 1471;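 also: % of control where 0% means no effect; nearly all actives have a fitted effect of over 45% in size; toxic huntingtin expression switched on by the ecdysone agonist tebufenozide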
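Rat PC12, Q103 Htt exon1-GFP fusion, ecdysone promoter; tebufenozide inducer 100 nM final; compound titration; qHTS, 1500 cells/well; ATPlite luminescent read.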
* = called active by the depositor; ? = inconclusive; nt = no result given; [ ] = another dose, or the depositor's remark. Unless noted, calls follow the shape of the dose curve; as a rule, active = well fitted curve in the direction sought with a large enough effect; inconclusive = small, poorly fitted or top-dose-only effect, or another doubt; inactive = no such curve, though single readings can be large; an effect the other way counts as inactive or inconclusive. Potency is read from the fitted curve at half-maximal effect. An excerpt, so the mix of outcomes need not match the whole.

Second line of a record: Tau FP inhib | Tau fluor counter | Tau ThT inhib | KDM4E inh | SMN2 splice enh | HTT aggregate | ALDH1A1 inh | HTT ATP protect
> COc1ccc(C2=NN(C(=O)c3ccco3)C(c3cc4ccccc4nc3Cl)C2)cc1 (stereo unspecified)
  5.2% | -6.8% | -9.3% | 1.7% | nt | 29.1%[9.22 µM] | nt | -3.2%[10 µM]
> C/C(=N\O)c1c(C)c2ccccc2n1C
  4.3% | -9.7% | -11.5% | -3.1% | 1.6% | 1.0% | 9.7% | 0.6%
> O=C(CCSc1nnc2ccccn12)Nc1ccc(F)cc1
  -0.7% | -0.5% | -3.9% | ? | 13.1% | 6.4% | ? | -2.7%
> CCN(CC)Cc1c(C(=O)OC(C)C)nnn1-c1nonc1N
  0.1% | -15.4% | -12.3% | 1.1% | 6.9% | -0.7% | -1.2% | -8.3%
> CC(=O)NC(CCS(C)(=O)=O)C(=O)Nc1ccccc1 (stereo unspecified)
  5.8% | 1.3% | 1.8% | 2.5% | 3.3% | 6.0% | 11.0% | -7.1%[10 µM]
> CCOCCOC(=O)c1ccc(-n2cncn2)nc1
  5.9% | 3.6% | 4.5% | 1.1% | 8.5% | -12.5% | -2.3% | 6.2%
> CCOC(=O)C(=O)/C(C#N)=C/Nc1ccc(F)cc1
  -2.0% | -9.6% | ? | 5.7% | -10.1% | 23.0% | 28.2µM* | 8.8%
> COc1ccc2c(c1)OC1(C)CC2C(C(=O)c2ccccc2OC)C(=O)N1 (stereo unspecified)
  -5.9% | -8.0% | -12.3% | 9.0% | -9.8% | -8.5% | -0.9% | -17.0%
> Cn1nc(C(F)(F)F)c(-c2cccc(C(F)(F)F)c2)c1NC(=O)c1ccco1
  -3.4% | -8.3% | nt | 0.3% | nt | -2.3%[9.22 µM] | nt | 0.9%[10 µM]
> Cc1ccc(S(=O)(=O)Nc2cc(C)c(O)cc2C)cc1
  1.6% | -2.0% | -1.8% | -10.4% | -12.8% | 23.1% | ? | -23.9%
> O=C(OCC(=O)N1CCCc2ccccc21)c1ccc(Br)o1
  -6.7% | -3.2% | -15.8% | 2.8% | 13.6% | -17.7%[9.22 µM] | ? | -0.3%
> Cc1nc2c(C(=O)NCCc3ccccc3Cl)c[nH]n2c(=O)c1Cl
  -9.4% | -7.4% | ? | ? | -3.8% | 5.6% | ? | nt
> CCN(CC)c1ccc(NC(=O)COC(=O)CCC(=O)c2ccc(F)cc2)cc1
  8.4% | -27.6% | ? | 3.3% | 1.3% | 8.0% | -9.4% | -7.5%
> CCOC(=O)C1=C(CS(=O)(=O)c2ccc(F)c(C)c2)NC(=O)NC1c1ccc(F)c(F)c1 (stereo unspecified)
  -5.5% | -19.9% | -4.8% | nt | -1.9% | nt | nt | nt
> CC(C)C[C@@H](CC(=O)N[C@@H](CCCN)CC(=O)N[C@@H]1CCCC[C@H]1C(=O)N[C@H](CC(=O)N[C@@H](CCC(=O)O)CC(=O)O)Cc1ccccc1)NC(=O)[C@@H]1CNCC[C@H]1N
  0.9% | -13.5% | -11.3% | -11.5% | -1.4% | nt | -13.3% | ?
> COc1ccc(CC(=O)Nc2ccc(C(=O)O)cc2NC(=O)Cc2ccc(OC)cc2)cc1
  -5.1% | -3.9% | -1.0% | -3.7% | -2.4% | 19.3%[9.22 µM] | -4.6% | 7.8%[10 µM]
> Cc1c(NC(C)c2cc(Cl)ccc2O)c(=O)n(-c2ccccc2)n1C (stereo unspecified)
  -3.9% | -4.3% | 2.6% | -1.2% | -2.2% | -14.8% | ? | -0.8%
> CCN(CC)CCCNC1=C(Cl)C(=O)c2ccccc2C1=O
  -8.4% | -25.0% | ? | -27.4% | nt | -25.4%[9.22 µM] | 3.1% | -31.8%[10 µM]
> Cc1nc2ccc(NC(=O)Cc3ccsc3)cc2s1
  1.5% | -9.9% | -11.0% | 2.1% | ? | -1.5%[9.22 µM] | 7.3% | -41.8%[inhibitor]
> Cc1c(NC(=O)CSc2nc(-c3ccco3)cc(C(F)(F)F)n2)c(=O)n(-c2ccccc2)n1C
  -1.0% | 2.3% | -2.7% | 10.4% | 13.8% | -11.6% | -14.7% | -8.3%[0.074 µM]

The last three compounds of the section before are carried over, then new ones follow.
Second line of a record: Tau FP inhib | Tau fluor counter | Tau ThT inhib | KDM4E inh | SMN2 splice enh | HTT aggregate | ALDH1A1 inh | HTT ATP protect
> CCN(CC)CCCNC1=C(Cl)C(=O)c2ccccc2C1=O
  -8.4% | -25.0% | ? | -27.4% | nt | -25.4%[9.22 µM] | 3.1% | -31.8%[10 µM]
> Cc1nc2ccc(NC(=O)Cc3ccsc3)cc2s1
  1.5% | -9.9% | -11.0% | 2.1% | ? | -1.5%[9.22 µM] | 7.3% | -41.8%[inhibitor]
> Cc1c(NC(=O)CSc2nc(-c3ccco3)cc(C(F)(F)F)n2)c(=O)n(-c2ccccc2)n1C
  -1.0% | 2.3% | -2.7% | 10.4% | 13.8% | -11.6% | -14.7% | -8.3%[0.074 µM]
> O=C(O)c1ccnc(Cl)c1
  3.4% | -4.9% | -2.5% | -28.3% | 24.5%[1.84 µM] | -5.5% | -4.6% | -6.4%[10 µM]
> CCOC(=O)CCNCc1ccc(F)cc1
  3.5% | 10.5% | 4.8% | -5.8% | -1.4% | -1.2% | -8.1% | 25.9%
> Cc1ccc(S(=O)(=O)NC2=C(N3CCN(c4ccccc4F)CC3)C(=O)c3ccccc3C2=O)cc1
  4.2% | ? | 15.8µM* | -3.8% | -22.3% | -14.0% | ? | -4.8%
> COC(=O)[C@@]1(Cc2ccccc2)[C@H]2c3cc(C(=O)N4CCCC4)n(CCc4ccccn4)c3C[C@H]2CN1C(=O)c1ccccc1
  8.5% | 1.4% | -13.1% | 0.5% | -4.0% | nt | -2.7% | 13.7%
> CCn1cc(CNC(=O)/C=C/c2cnn(C)c2)c(C)n1
  7.8% | 6.6% | 4.1% | 2.5% | 5.1% | -0.2% | -4.1% | nt
> CC(=O)CC(=O)Nc1ccc(Cl)cn1
  -3.3% | 10.9% | 12.4% | -4.4% | 8.6% | 5.8%[9.22 µM] | -8.3% | 7.6%[10 µM]
> Cc1ccccc1C(=O)NNC(=S)Nc1cccc(C(F)(F)F)c1
  -6.7% | -1.4% | 11.9% | 1.4% | -33.1%[inhibitor] | 19.3% | 17.8µM* | nt
> NC(=O)c1ccc(N2CCN(c3ccc(O)cc3)CC2)c([N+](=O)[O-])c1
  0.9% | -20.6% | 17.8µM* | -20.1% | -10.4% | -30.3% | 15.8µM* | 8.9%[10 µM]
> COc1cc(CN2CCC(C(=O)NC3CCCC3)CC2)cc(Br)c1O
  3.5% | -4.1% | -15.5% | ? | 6.1% | 1.3% | ? | -4.8%
> CCCC(=O)Nc1nc2c(ncn2[C@@H]2O[C@H]3COP(=O)(O)O[C@@H]3[C@@H]2OC(=O)CCC)c(=O)[nH]1
  1.2% | -4.7% | -4.5% | nt | -4.5% | nt | ? | -5.6%
> COc1ccc(N=C2NC(=O)/C(=C\C=C\c3ccco3)S2)cc1
  ? | ? | 8.91µM* | ? | 1.7% | 26.6%[9.22 µM] | 11.2µM* | -6.6%
> O=C1CSC(c2cn(-c3ccccc3)nc2-c2cc3ccccc3oc2=O)N1Cc1cccnc1 (stereo unspecified)
  -2.5% | -18.9% | -14.4% | ? | -11.0% | 5.0% | ? | -7.6%[10 µM]
> CCn1nnc(NC(=O)c2c(OC)cccc2OC)n1
  9.5% | -8.9% | -8.7% | 2.8% | -11.0% | 9.3% | 9.4% | -9.4%
> O=C(O)c1ccc(Cn2c(SCc3cc(=O)n4cc(Br)ccc4n3)nc3ccsc3c2=O)cc1
  3.0% | 2.3% | 10.7% | 4.5% | 1.7% | 14.1% | ? | 15.3%[10 µM]
> CC(C)CCNC(=O)Nc1ccc2c(c1)N(Cc1ccccc1)C(=O)c1ccccc1S2
  14.1µM* | -23.9% | 9.6% | nt | 11.1% | nt | nt | nt
> Cc1cc(NS(=O)(=O)c2ccc(NC(=O)NC3CCCCC3)cc2)no1
  -2.7% | 2.9% | 5.9% | 3.8% | 6.4% | 3.1% | -2.3% | 0.2%[1.9 µM]
> Fc1cccc(Nc2ncnc3sc4c(c23)CCC4)c1
  5.6% | -27.6% | ? | -11.9% | -14.8% | ? | -4.8% | -24.0%[10 µM]
> Cc1nc(NS(=O)(=O)c2ccccc2)sc1C(=O)NN
  1.7% | -1.6% | -3.0% | ? | 1.5% | -7.3%[9.22 µM] | -7.1% | 39.0%[10 µM]
> COC(C[C@H]1O[C@H]1[C@@H](O)[C@@H](C)OCc1ccccc1)OC
  0.5% | 1.8% | 4.2% | 12.3% | nt | 23.4%[9.22 µM] | nt | 8.8%[10 µM]
> CCCCCc1ccc(-c2ccc(/C=C/C(N)=O)cc2)nc1
  -8.8% | -6.3% | -13.3% | ? | -1.4% | -2.7% | ? | -3.6%[10 µM]
> COc1ccc(O[C@H]2C=C[C@@H](c3ccccc3)O[C@H]2COC(=O)CC/C(C)=N\O[C@@H](C)c2cn([C@H]3COC[C@H]3O)nn2)cc1
  4.5%[11.6 µM] | -9.8%[11.6 µM] | -9.1%[11.5 µM] | nt | nt | nt | -2.9%[13.5 µM] | 1.8%[10 µM]
> O=C(Nc1ccccc1F)c1ccccc1-c1ccc(C(F)(F)F)cc1
  -7.7% | -3.7% | 8.1% | 7.1% | 4.8% | 0.8% | 1.3% | 11.1%[10 µM]
> COc1cc(OC)cc(-c2nc(-c3cccc(C)c3)no2)c1
  -12.9% | -26.0% | -16.5% | nt | -0.5% | nt | nt | nt
> COc1cc(OC)cc(C(=O)Oc2c(CN3CCOCC3)cc(Cl)c3cccnc23)c1
  -6.5% | -13.1% | ? | -14.9% | nt | 4.47µM* | ? | -75.6%[inhibitor][10 µM]

Full records, looked up by structure. Order of values: Tau FP inhib, Tau fluor counter, Tau ThT inhib, KDM4E inh, SMN2 splice enh, HTT aggregate, ALDH1A1 inh, HTT ATP protect
O=C(Nc1ccccc1F)c1ccccc1-c1ccc(C(F)(F)F)cc1 as listed: -7.7%, -3.7%, 8.1%, 7.1%, 4.8%, 0.8%, 1.3%, 11.1%[10 µM]
COc1cc(OC)cc(-c2nc(-c3cccc(C)c3)no2)c1 as listed: -12.9%, -26.0%, -16.5%, nt, -0.5%, nt, nt, nt

Screening results: PubChem, National Center for Advancing Translational Sciences (NCATS)
